Kir21 block: blocks the mouse Kir2.1 inward-rectifier potassium channel; P35561; 310,000 compounds, 0.85% hits; B-score at 10 µM; HEK293-Kir2.1, FluxOR thallium flux fluorescence; active compounds read low;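 active means fluorescence ratio B-score at or below minus 3 SD of library scores, with starting-brightness B-score within 2 SD, cut at about -4.2 in these data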;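 further: channel flux triggered by added potassium and thallium sulfate stimulus; B-score of peak minus minimum fluorescence over baseline after thallium stimulus; more negative B-score means stronger Kir2.1 block with less thallium influx; some compounds called inactive have numbers as strong as hits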
Target sequence (P35561 whole entry, looked up): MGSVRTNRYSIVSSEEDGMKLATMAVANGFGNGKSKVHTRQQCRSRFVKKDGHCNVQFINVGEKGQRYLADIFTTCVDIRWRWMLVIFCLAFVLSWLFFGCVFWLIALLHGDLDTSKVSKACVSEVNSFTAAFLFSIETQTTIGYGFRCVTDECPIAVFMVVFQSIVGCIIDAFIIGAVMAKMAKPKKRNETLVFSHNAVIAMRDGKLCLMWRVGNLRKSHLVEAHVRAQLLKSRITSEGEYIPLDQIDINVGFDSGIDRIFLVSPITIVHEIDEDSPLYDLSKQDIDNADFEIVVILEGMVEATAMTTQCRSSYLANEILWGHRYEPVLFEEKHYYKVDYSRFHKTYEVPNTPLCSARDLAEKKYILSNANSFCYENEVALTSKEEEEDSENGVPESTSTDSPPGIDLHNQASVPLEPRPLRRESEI
STK33 kinase inh: blocks human STK33 kinase activity. purified STK33, MBP phosphorylation, ADP-Glo luminescence. inhibition, % at 10 µM. 320,000 compounds, 0.073% hits. AID 2661;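 active means inhibition at or above 25%, using the most active replicate where run in duplicate; inactive means inhibition below 25%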
Target sequence (Q9BYT3 whole entry, looked up): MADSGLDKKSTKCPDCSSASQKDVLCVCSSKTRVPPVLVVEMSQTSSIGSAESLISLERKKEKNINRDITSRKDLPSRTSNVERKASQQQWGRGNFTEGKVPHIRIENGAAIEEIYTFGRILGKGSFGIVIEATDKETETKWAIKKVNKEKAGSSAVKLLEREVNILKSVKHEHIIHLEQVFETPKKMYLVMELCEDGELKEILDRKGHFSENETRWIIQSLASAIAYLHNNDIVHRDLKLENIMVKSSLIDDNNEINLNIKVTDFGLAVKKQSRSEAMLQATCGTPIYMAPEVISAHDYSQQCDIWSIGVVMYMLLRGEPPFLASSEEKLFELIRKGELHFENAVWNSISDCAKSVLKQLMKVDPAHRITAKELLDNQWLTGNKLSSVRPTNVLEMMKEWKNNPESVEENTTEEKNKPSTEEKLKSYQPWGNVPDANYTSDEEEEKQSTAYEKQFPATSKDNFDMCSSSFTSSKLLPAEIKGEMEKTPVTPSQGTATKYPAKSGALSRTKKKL
* marks the source's active call; other numbers are inactive results; . = no result given.

#	Compound	STK33 kinase inh	Kir21 block
1	CCN(CC)C(=O)c1ccccc1NS(=O)(=O)c1ccc(OC)c(C(=O)N2CCOCC2)c1	-1.2	-0.99
2	O=C(COC(=O)c1ccc(Cl)nc1)Nc1ccc(S(=O)(=O)N2CCCC2)cc1	-1.5	-0.31
3	CC(=O)Oc1ccc(C(=O)Nn2cnnc2)cc1	-1.1	0.02
4	Cc1cc(C(F)(F)F)nn1Cc1ccc(C(=O)NCc2ccco2)o1	-1.6	0.81
5	CCOc1ccccc1-c1cc(C(=O)Nc2ccc(C(=O)O)cc2)c2ccccc2n1	0.1	0.11
6	COc1ccc(S(=O)(=O)Nc2ccc(C)cn2)cc1	-0.6	-0.06
7	COc1cccc(NC(=O)C2C3CCC4C(CCC32)C4(Cl)Cl)c1 (stereo not given)	-1.9	0.75
8	COC(=O)c1ccccc1NC(=O)COC(=O)c1ccccc1N=Nc1ccc(N(C)C)cc1	-1.6	-0.72
9	Cc1ccc(-n2ncc3c(N4CCN(c5ccccc5)CC4)ncnc32)c(C)c1	-1.0	0.1
10	O=c1c2ccccc2c(-c2ccccc2)nn1Cc1ccc(Cl)cc1	-1.3	-0.3
11	Cc1c(CCO)c(=O)n2c([nH]c3ccccc32)c1C#N	5.1	1.2
12	CCc1nnc(NC(=O)CCc2c[nH]c3ccccc23)s1	-0.5	0.21
13	Cc1ccc(C(C(=O)NC2CCCCC2)N(Cc2cccnc2)C(=O)C2COc3ccccc3O2)o1 (stereo not given)	-0.3	-1.3
14	O=C(O)COc1ccc(Br)cc1/C=N/O	0.3	-0.29
15	CCC(Oc1ccccc1)C(=O)NC1CCCCCC1 (stereo not given)	-1.0	-1.6
16	CN(Cc1ccccc1)c1oc(-c2ccco2)nc1C#N	-0.3	-2.5
17	O=C(c1cccs1)N(Cc1ccco1)c1nc(-c2ccc(F)cc2)cs1	0.3	-2.2
18	Cc1cc(C)cc(C(=O)NCCn2cc(SCC(=O)N3CCOCC3)c3ccccc32)c1	-0.5	0.73
19	O=C(Oc1ccccc1-c1nnco1)c1ccccc1	-1.3	-0.67
20	Cn1c(=O)oc2cc(S(=O)(=O)Nc3cccc(C(=O)O)c3)ccc21	-0.7	0.54
21	C=CCn1c(-c2cc(-c3ccc(C)cc3)nc3ccccc23)n[nH]c1=S	-0.4	-0.02
22	N/C(Cc1ccc([N+](=O)[O-])cc1)=N\OC(=O)c1cccc(Br)c1	-0.8	-1.1
23	O=C(N/N=C/c1c[nH]c2ccc(Br)cc12)c1ccccn1	-1.0	0.37
24	Cc1cnc(NC(=O)c2sc3ccccc3c2Cl)s1	0.2	-1.7
25	CCCCn1c(=O)c(C(C)=O)c(O)c2ccccc21	-0.5	0.14
26	Cc1ccc(/C=C/C(=O)Nc2ccc([N+](=O)[O-])cc2)o1	-0.5	0.97
27	Cn1nc(-c2ccc(Cl)cc2)c2cc(C(=O)NCC3CCCO3)sc21 (stereo not given)	-0.3	-1.6
28	O=C(C1CCC(Cn2c(=O)[nH]c3ccccc3c2=O)CC1)N1CCN(c2ccccc2)CC1 (stereo not given)	0.1	1.2
29	Cc1cccnc1NC(=O)c1ccc2c(c1)NC(=O)C(C)S2 (stereo not given)	0.0	1.3
30	C=CCN1C(=O)c2ccc(C(=O)N(C)CC(=O)Nc3cccc(F)c3)cc2C1=O	-1.4	0.05
31	CC(C)Oc1ccc(Cc2n[nH]c(=S)n2Cc2ccccc2)cc1Cl	0.6	-1.5
32	CCOc1ccc(N(CC(=O)Nc2ccccc2)S(C)(=O)=O)cc1	-0.9	-1.9
33	C=CCc1cc(/C=C2/NC(=O)N(CC(=O)OC)C2=O)cc(OC)c1O	8.5	2.1
34	CC(C)CN(CCCNC(=O)CN1C(=O)COc2ccc(S(=O)(=O)N3CCCCCC3)cc21)CC(C)C	-0.9	-2
35	O=C(Nc1ccc(-c2ccccc2)cc1)c1ccccc1	-0.7	-2.7
36	O=C(NCc1cccnc1)C1CCCN(S(=O)(=O)c2ccccc2)C1 (stereo not given)	-1.7	0.28
37	O=C(NCc1ccc(F)cc1)c1ccncc1	0.4	0.37
38	N#CC1=C(N)C(C#N)(C#N)[C@H](c2ccoc2)[C@H]2CN(Cc3ccccc3)CC=C12	0.4	-6.8
39	O=C(COC(=O)CCC(=O)c1ccc(F)cc1)Nc1ccccc1	0.3	-0.15
40	Cc1c(C)c2ccc(OCC(=O)Nc3ccc(CN4CCOCC4)cc3)cc2oc1=O	-1.0	1.3
41	COc1cc(C(=O)NC(=S)Nc2ccc(Cc3ccncc3)cc2)cc(OC)c1OC	-0.1	-0.04
42	CN(Cc1ccccc1)C(=O)CCS(=O)(=O)c1ccc2c(c1)NC(=O)CS2	-0.7	-1.2
43	COc1cc2c(cc1OC)C(C(=O)Nc1ccc(F)c(Cl)c1)CC(=O)N2 (stereo not given)	-1.1	2.5
44	COc1ccc(NS(=O)(=O)c2cccc(-c3nnc(-c4ccccc4)o3)c2)cc1	-1.2	0.53
45	CC(C)c1ccc(/C=N/NC(=O)c2cccc(Cl)c2)cc1	-1.5	0.17
46	CCN(CC)S(=O)(=O)c1ccc(N2CCCC2)c(NC(=O)C2CSC3(C)CCC(=O)N23)c1 (stereo not given)	-1.2	0.91
47	Cc1ccc(-c2cc(C(F)F)n3ncc(C(=O)Nc4cn(C)nc4C)c3n2)cc1	0.6	1.5
48	Cc1ccc(N2CCOCC2)c2c1C(=O)c1ccccc1C2=O	2.1	-2.1
49	CCN(CC(=O)Nc1c(F)cccc1F)C(=O)CCCOc1ccc(OC)cc1	-0.7	1.9
50	Cn1cc(S(=O)(=O)CC(=O)N2CCc3ccccc32)c2ccccc21	-0.4	-0.65
51	COc1ccc(C2/C=C\CN(S(=O)(=O)/C=C/c3ccccc3)CC(=O)N2Cc2ccc(F)cc2)cc1 (stereo not given)	1.1	-2
52	Cc1sc2ncnc(NCC3(N4CCOCC4)CCCCC3)c2c1C	.	0.24
53	S=C(NCCN1CCOCC1)NC1CCCCC1	-0.7	-0.5
54	N#C/C(=C/c1ccc(N2CCOCC2)o1)C(=O)NC1CCCCC1	-0.9	-5.8
55	Cc1ccc(NC(=O)Cc2ccc(Cl)c(Cl)c2)cc1S(=O)(=O)N(C)C	-0.2	0.94
56	COc1cc(COCC(O)CN2CCN(CCN3C(=O)c4cccc5cccc(c45)C3=O)CC2)cc(OC)c1OC (stereo not given)	-3.4	0.03
57	O=C(NNC(=O)c1cc(-c2ccco2)nc2ccccc12)c1ccccc1	2.8	0
58	Cc1[nH]nc2c1C(c1ccccc1)C1=C(CC(C)(C)CC1=O)N2 (stereo not given)	0.4	0.64
59	COc1ccc(CN(C)C(=S)Nc2ccc(Cl)cc2)cc1	-1.2	2.2
60	O=C(NCc1cccc(Cl)c1)C1CCN(S(=O)(=O)c2ccc(F)cc2)CC1	0.6	-0.71

Continued.
#	Compound	STK33 kinase inh	Kir21 block
61	Cc1nn(C)cc1/C=C1\SC(=S)NC1=O	-0.6	0.6
62	CCn1nc(C)c(CNC(=O)CC2C(=O)NCCN2Cc2ccc(C)o2)c1C (stereo not given)	-0.7	2.2
63	CC1=C(C)CC(C(=O)NNC(=O)c2csc(C)c2C)C(C(=O)O)C1 (stereo not given)	-0.6	0.43
64	CC1CCCN(CCC(=O)Nc2ccccc2)C1 (stereo not given)	.	-1.2
65	COC(=O)C1=CN(C(C)C)C=C(C(=O)OC)C1c1cccc(OC)c1	-1.0	0.75
66	N#Cc1c(NC(=O)C2CC(Cl)=CCC2C(=O)O)sc2c1CCCCC2 (stereo not given)	1.5	0.9
67	COCCCn1c(=NC(=O)c2ccncc2)c(C#N)cc2c(=O)n3cccc(C)c3nc21	-0.2	-1.9
68	CCC1Sc2ccc(S(=O)(=O)CCC(=O)Nc3ccc(C(=O)OC)cc3)cc2NC1=O (stereo not given)	0.3	-0.45
69	Cc1nc(/N=C(\N)Nc2ccccc2)nc2ccccc12	.	-0.9
70	CSC1=NCCN1C(=O)C12CC3CC(CC(C3)C1)C2	-0.6	0.27
71	Cc1ccc(NC(=O)CCNS(=O)(=O)c2ccccc2F)cc1S(=O)(=O)N1CCOCC1	0.4	-0.19
72	O=C(CSc1n[nH]c(-c2ccccn2)n1)Nc1ccc(F)cc1	-0.8	-0.04
73	Cn1c(SCC(=O)Nc2ccc(Br)cn2)nnc1C1CC1	1.2	-0.32
74	O=C(c1ccc(NC(=S)NCc2ccc(Cl)cc2)cc1)N1CCCCC1	-0.7	-2.2
75	CCc1ccccc1Oc1coc2cc(O)ccc2c1=O	-0.2	1.4
76	COCc1ccc(C(=O)NC2CCSc3ccccc32)cc1 (stereo not given)	-0.4	2.8
77	O=C(COC(=O)C1CCN(c2ccc(C(F)(F)F)cn2)CC1)c1ccccc1Cl	-0.1	0.89
78	COc1cc2[nH]c(C(=O)N3CC(C)OC(C)C3)cc2c(OC)c1OC (stereo not given)	-0.5	-0.9
79	CC(O)Cc1cn(CC(=O)N2CCNCC2)nn1 (stereo not given)	-1.5	2
80	COc1ccc(-n2ncc3c2CC(C)(C)CC3NC(=O)c2cn[nH]c2)cc1 (stereo not given)	0.1	-0.17

Single records, from the list above. Order of values: STK33 kinase inh, Kir21 block
O=C(C1CCC(Cn2c(=O)[nH]c3ccccc3c2=O)CC1)N1CCN(c2ccccc2)CC1 (stereo not given) across the screens: 0.1, 1.2
Cc1sc2ncnc(NCC3(N4CCOCC4)CCCCC3)c2c1C across the screens: ., 0.24

By substructure: the compounds so far containing a COOH group.
#	Compound	STK33 kinase inh	Kir21 block
5	CCOc1ccccc1-c1cc(C(=O)Nc2ccc(C(=O)O)cc2)c2ccccc2n1	0.1	0.11
14	O=C(O)COc1ccc(Br)cc1/C=N/O	0.3	-0.29
20	Cn1c(=O)oc2cc(S(=O)(=O)Nc3cccc(C(=O)O)c3)ccc21	-0.7	0.54
63	CC1=C(C)CC(C(=O)NNC(=O)c2csc(C)c2C)C(C(=O)O)C1 (stereo not given)	-0.6	0.43
66	N#Cc1c(NC(=O)C2CC(Cl)=CCC2C(=O)O)sc2c1CCCCC2 (stereo not given)	1.5	0.9

Continued.
#	Compound	STK33 kinase inh	Kir21 block
81	CC(=O)Nc1ccc(NC(=O)CNC(=O)c2cccc(C)c2)cc1	0.8	-0.24
82	Cc1ccc(S(=O)(=O)N2CCN(C(=O)CCC(=O)NCCc3ccc(F)cc3)CC2)cc1	-1.3	0.32
83	CCCCSCCCNC(=O)CS(=O)Cc1nc(-c2cccc(C)c2)oc1C (stereo not given)	-1.2	-0.78
84	COc1ccc(NS(=O)(=O)c2ccc3nc(COc4ccc5ccccc5c4)[nH]c3c2)cc1	-0.4	0.32
85	Cc1ccc(OCCCCn2ccnc2)c([N+](=O)[O-])c1	-0.6	-0.93
86	N/C(Cc1nc2ccccc2s1)=N\O	-1.2	0.59
87	CN(C)S(=O)(=O)c1cccc(NC(=O)COC(=O)C2(c3ccccc3F)CCCC2)c1	0.1	0.1
88	C=C1CCN(c2ccc(C(=O)O)cc2[N+](=O)[O-])CC1	1.9	-0.26
89	O=C1CC(N2CCOCC2)C(=O)N1CCN1C(=O)CC(N2CCOCC2)C1=O (stereo not given)	-0.9	0.47
90	Cc1c(CN2CCCCC2C)c(=O)n(-c2ccccc2)n1C (stereo not given)	-0.2	0
91	COc1ccc(C2(CNC(=O)CCC(=O)O)CCCC2)cc1	-0.9	2.1
92	CCOP1(=O)OCC2OC(n3cnc4c(N)ncnc43)C(O)C2O1 (stereo not given)	0.6	0.8
93	CCCCN(CC)CCCNC(=O)c1cn(CC)c2ccc(S(=O)(=O)N3CCc4ccccc4C3)cc2c1=O	0.4	-0.39
94	CCCOc1ccc(C(=O)C(CCC(CNCC)C(=O)c2ccc(OCCC)cc2)CNCC)cc1 (stereo not given)	.	-6.2*
95	Cn1cnnc1Sc1ccc(/C=C(\CC(=O)O)c2nc3ccccc3s2)cc1[N+](=O)[O-]	-0.1	-1
96	CC(C)(C)c1ccc(C(=O)C2CCCN(C(=O)c3ccccn3)C2)cc1 (stereo not given)	.	0
97	COc1ccc(C(=O)Cn2nnc(-c3ccccc3NC(=O)c3ccco3)n2)cc1	-2.0	0.48
98	Cc1ccsc1/C=N/NC(=O)Cc1cccn1C	-0.1	1.3
99	O=C(NCC1CCCO1)c1onc(CSc2ccc(F)c(F)c2)c1C(=O)O (stereo not given)	-0.8	-0.09
100	COC(=O)c1cc(S(=O)(=O)N2CCN(c3ccc(C(C)=O)cc3)CC2)cn1C	1.2	-0.41
101	Cn1nnnc1SCCNCC#Cc1ccccc1	-1.0	0.11
102	Cc1occc1-c1nnc(SCC(=O)Nc2ccc(F)cc2)n1Cc1ccccc1	-0.6	0.57
103	CC(C)n1nnc2c(=O)oc3ccccc3c21	0.0	0.87
104	COc1ccccc1N1CCN(c2ccc([N+](=O)[O-])cc2Cl)CC1	0.4	-0.01
105	Cc1ccc(-n2nc3c(=O)n(CC(=O)NCCc4ccco4)nc(C)c3c2C)cc1	0.4	0.03
106	CC(C)c1ccc(NC(=O)CCCN2C(=S)NC(C)(C)CC2C)cc1 (stereo not given)	-1.0	-2.4
107	CC1(C)Oc2ccc3ccc(=O)oc3c2-c2cnoc21	2.8	1.5
108	Cc1cc(C)nc(SCc2nc3ncccn3c2Br)n1	-0.4	-1.1
109	Cc1ccc(-c2cc(C(=O)NN=C3CCCC3)c3ccccc3n2)cc1	-1.4	0.25
110	NC(=O)CC[C@@H]1NC(=O)[C@H](Cc2ccc(O)cc2)NC(=O)c2cc([N+](=O)[O-])cc(F)c2OCC[C@@H](C(N)=O)NC1=O	-1.7	0.39
111	COc1cc(OC)cc(-c2nc(-c3ccccc3)no2)c1	1.2	-0.26
112	Cc1cc(S(=O)(=O)Nc2nc(CN3CCOCC3)nc3sc4c(c23)CCCC4)ccc1F	1.8	-1.9
113	Cc1ccc(NC(=O)[C@H](C)NC(=O)C2CCN(C(=O)[C@H](CC(C)C)NC(=O)OC(C)(C)C)CC2)cc1	-0.3	-0.16

High-throughput results from PubChem.
